Lipid storage S3: qHTS Assay for Lipid Storage Modulators in Drosophila S3 Cells. Potency in µM for hits, for the others lipid storage change, negative = inhibition, % at the top dose, mostly 46.1 µM. Drosophila S3 cells, BODIPY lipid droplet fluorescence, 18-24 h; cells fed with added oleic acid. 320,000 compounds, 0.64% hits. AID 2685; active means well fitted inhibition curve with a large enough effect in the signal ratio, with a control signal flat, not every such curve was filed as active; inconclusive means small, poorly fitted or top-dose-only effect, or effect the other way, or a change in a side signal; the % refers to the signal ratio
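Drosophila S3 cells loaded with oleic acid (400 uM, as added) and compounds at several concentrations; lipid droplets imaged by 488-nm laser-scanning cytometry, 500–530 nm intensity and object ratio to cell channel. Percent activity normalized to 20 uM Triacsin C.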
Lipid storage S3 cell count max: further read-out of Lipid storage S3, marked with its call; cell number change, %; measured here: cell count max response;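 cells counted by Cell Tracker Red CMTPX staining in the red channel; peak over a dose series mostly up to 46.1 µM; percent activity relative to internal control wells on each plate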
* marks the source's active call; other numbers are inactive results; i = inactive; ? = inconclusive; / = no result given. On the % scale 0 is the no-effect control and ±100 the full control effect; potency means the concentration at half of the fitted maximal effect. Not all compounds are listed (hit frequency here may not be typical).

SMILES	Lipid storage S3	Lipid storage S3 cell count max
COc1ccccc1C(=O)N=Nc1c(O)[nH]c2ccc([N+](=O)[O-])cc12	?	/
C=CCn1c(SCC(=O)c2ccccc2)nnc1-c1cc2ccccc2o1	29%	-1
Cc1ccc2cc3cc(C(=O)N4CCN(Cc5ccccc5)CC4)sc3nc2c1	?	/
COc1ccc(NC(=O)CCC(=O)Nc2cc(OC)c(NC(=O)c3cccs3)cc2OC)cc1	?	/
COc1ccc(OCC(O)CNCCOc2ccccc2OC)c(C(C)(C)C)c1 (stereo not drawn)	?	/
O=Cc1ccc(Oc2ncccn2)cc1	-1%	-3
CC1CCC2C(=O)N(c3ccc(S(=O)(=O)c4ccccc4)cc3)C(=O)C2C1 (stereo not drawn)	?	/
CC1CN(C(=S)SCC(=O)c2ccc([N+](=O)[O-])cc2)CC(C)O1 (stereo not drawn)	?	/
CC(C)(C)S(=O)(=O)/C(C#N)=N/Nc1ccc(Cl)cc1	?	/
COc1cccc(O)c1CN1CCCC(C(=O)c2cccc(C(F)(F)F)c2)C1 (stereo not drawn)	-7%	-12
O=C(COC(=O)COc1cccc(C(F)(F)F)c1)Nc1ccc(N2CCOCC2)cc1	?	/
COc1cc(/C=C/C(=O)OCN2C(=O)c3ccccc3C2=O)ccc1OC(F)F	?	/
CCOC(=O)C(CCOc1cccc(CC)c1)C(=O)OCC	?	/
COc1cc(NC(=O)CNC(=O)Cn2ccc3ccccc3c2=O)cc(OC)c1OC	?	/
Cc1nnc(SCC(=O)Nc2c(Cl)cccc2Cl)[nH]c1=O	?	/
Cc1ccc(C(=O)Oc2ccccc2N2C(=O)C3CCC(C)CC3C2=O)cc1 (stereo not drawn)	6%	-15
Cc1c(C(=O)NNC(=O)c2csc(N3CCOCC3)n2)cccc1[N+](=O)[O-]	?	/
CN(C)c1ccc(C(=O)/C=C/c2cccnc2)cc1	-3%	-4
Oc1c(Br)cc(Br)cc1/C=N/N1CCN(Cc2ccccc2)CC1	?	/
CCCC(=O)c1c(NC(C)C)cc(C)oc1=O	?	/
COc1ccc(S(=O)(=O)N(Cc2ccc(OC)c(OC)c2)Cc2ccco2)cc1	?	/
Cc1c2n(c3ccccc13)CC/C2=N\O	-4%	-5
CC1Cc2ccccc2N1S(=O)(=O)c1cccc(C(=O)NCc2ccncc2)c1 (stereo not drawn)	14%	-23
Cc1cc2ncn(C3CC(=O)N(C)C3=O)c2cc1C (stereo not drawn)	?	/
COc1ccc(C(=O)/C=C2/c3ccccc3CC(C)(C)N2C)cc1OC	?	/
Cc1cc(C)nc(NC(=O)NS(=O)(=O)Nc2ccc(Br)cn2)n1	0%	-6
CNc1nnc(-c2ccco2)s1	2%	16
Cc1ccc(C2=NC(C)(C)NC2=O)cc1	?	/
Cc1cc(NC(=O)CSc2nnnn2-c2ccccc2)no1	10%	13
O=C(CSCc1ccc(F)cc1)NCc1cccs1	2%	0

7 structures already listed, arranged by formula weight, smallest number first.
SMILES	Lipid storage S3	Lipid storage S3 cell count max
CNc1nnc(-c2ccco2)s1	2%	16
Cc1c2n(c3ccccc13)CC/C2=N\O	-4%	-5
Cc1ccc(C2=NC(C)(C)NC2=O)cc1	?	/
Cc1cc2ncn(C3CC(=O)N(C)C3=O)c2cc1C (stereo not drawn)	?	/
O=C(CSCc1ccc(F)cc1)NCc1cccs1	2%	0
CC1Cc2ccccc2N1S(=O)(=O)c1cccc(C(=O)NCc2ccncc2)c1 (stereo not drawn)	14%	-23
COc1ccc(S(=O)(=O)N(Cc2ccc(OC)c(OC)c2)Cc2ccco2)cc1	?	/

Back to the main list with the two entries that preceded the break.
SMILES	Lipid storage S3	Lipid storage S3 cell count max
Cc1cc(NC(=O)CSc2nnnn2-c2ccccc2)no1	10%	13
O=C(CSCc1ccc(F)cc1)NCc1cccs1	2%	0
COc1cc(CN(C(=O)c2ccco2)C2CCS(=O)(=O)C2)cc(OC)c1OC (stereo not drawn)	11%	19
CCn1c(COc2ccc(Cl)c(C)c2)nnc1SCC(=O)N1CCCC1	-23%	-19
S=C1NCCOCCOCCOCCNC(=S)N2CCOCCOCCN1CCOCCOCC2	12%	-2
Cc1cc(C(=O)c2ccc(C(C)(C)C)cc2)c(NC(=O)CCl)s1	?	/
COc1ccc(C/C(C)=N/NC(=O)c2ccc(Cl)cc2)cc1	?	/
CCOC(=O)N1CCN(C(=S)NC(=O)c2nn(C)cc2Br)CC1	?	/
Cc1noc(NS(=O)(=O)c2ccc(NC(=O)/C=C/c3ccc(Br)cc3)cc2)c1C	?	/
CC(=O)c1cccc(NC(=O)C(C)OC(=O)c2cc(=O)[nH]c3ccccc23)c1 (stereo not drawn)	?	/
Fc1c(F)c(F)c(NC2=NCCCCC2)c(F)c1F	i	15
CCn1c(-c2cccnc2Cl)nc2ccccc21	?	/
Nc1cc2ccccc2oc1=O	?	/
N=c1n(Cc2ccccc2)c2ccccc2n1CC(O)c1ccco1 (stereo not drawn)	?	/
Cc1ccccc1NC1=NC(=S)N(c2ccccc2)C12CCCCC2	7%	0
O=C(NNS(=O)(=O)c1ccc(Cl)cc1)c1cnn(-c2ccccc2)c1-n1cccc1	10%	-19
Cc1ccc(S(=O)(=O)Nc2ccc3c(c2)OCCO3)c(C)c1NS(C)(=O)=O	i	-5
Cc1cc(C(=O)CCC(=O)NC(C)c2ccc(S(N)(=O)=O)cc2)c(C)s1 (stereo not drawn)	15%	10
Cc1nc(NCc2ccccc2)[nH]c(=O)c1CCC(C)C	?	/
Cc1ccc(C2CC(=O)c3cnc(NC(=O)c4ccco4)nc3C2)cc1 (stereo not drawn)	?	/
CCOc1ccc(OCC(=O)OC(C)C(=O)NC2CCCCC2C)cc1 (stereo not drawn)	3%	1
COc1ccc(CNC2CCCCC2)cc1	?	/
CSc1ccc(S(=O)(=O)N2CCC(C(=O)Nc3ccc(NC(C)=O)cc3)CC2)cc1	?	/
COC(=O)C1CCN(C(=O)CCC2CCCCC2)CC1	?	/
O=C(NC1CCCc2ccccc21)C1CCN(C(=O)c2sccc2-n2cccc2)CC1 (stereo not drawn)	?	/
CCOP(=O)(c1ccccc1)C(O)c1ccc(Br)cc1 (stereo not drawn)	?	/
CCOC(=O)CCc1c(C)c2ccc(OCC)c(C)c2oc1=O	?	/
CC(C)/C=C/C(=O)N1CCC(N2CCC(C(=O)N3CCOCC3)CC2)CC1	14%	1
COC(=O)CCSc1cc([N+](=O)[O-])cc2c1c(C1OCCS1)nn2-c1ccccc1 (stereo not drawn)	-6%	-7
CC(C)N(Cc1nc(-c2ccccc2)no1)C(=O)c1ccc(Br)o1	?	/
O=C(NCc1ccncc1)C1CCCN(S(=O)(=O)Cc2ccccc2)C1 (stereo not drawn)	2%	22
Cc1ccc2c(C)c(C(=O)N(Cc3ccccc3)C3CCS(=O)(=O)C3)oc2c1 (stereo not drawn)	?	/

5 records drawn at random from those above, as already listed:
SMILES	Lipid storage S3	Lipid storage S3 cell count max
Cc1cc2ncn(C3CC(=O)N(C)C3=O)c2cc1C (stereo not drawn)	?	/
CC1Cc2ccccc2N1S(=O)(=O)c1cccc(C(=O)NCc2ccncc2)c1 (stereo not drawn)	14%	-23
CC(=O)c1cccc(NC(=O)C(C)OC(=O)c2cc(=O)[nH]c3ccccc23)c1 (stereo not drawn)	?	/
Cc1c(C(=O)NNC(=O)c2csc(N3CCOCC3)n2)cccc1[N+](=O)[O-]	?	/
Cc1ccc2c(C)c(C(=O)N(Cc3ccccc3)C3CCS(=O)(=O)C3)oc2c1 (stereo not drawn)	?	/

Next part
SMILES	Lipid storage S3	Lipid storage S3 cell count max
Cc1ccc(-c2nc3cc(Br)cnc3nc2-c2ccc(C)cc2)cc1	?	/
CCOC(=O)c1c(NC(=O)COC(=O)c2nc(Cl)ccc2Cl)sc(C(=O)NC)c1C	?	/
Cc1cc(C)nc(NC(=O)COc2cc(Cl)cc(Cl)c2)n1	?	/
COc1ccccc1Oc1nnnn1-c1ccc(C(N)=O)cc1	?	/
CC(C)CC(=O)Nc1ccc(C(=O)COC(=O)Cc2n[nH]c(=O)c3ccccc23)cc1	?	/
Cc1cc(=O)oc2c(C)c(OCC(=O)NC3CCN(Cc4ccccc4)CC3)ccc12	i	-26
Cc1ccc(C(=O)NC2CCN(CC(=O)Nc3c(C)cc(C)cc3C)CC2)cc1	-9%	9
CCOc1ncccc1C(=O)OCC(=O)Nc1cccc(C(C)=O)c1	i	/
O=C(COC(=O)c1nc(Cl)ccc1Cl)NCc1ccc(Cl)cc1	15%	-17
CCn1nnnc1NCc1ccc(OCc2c(F)cccc2Cl)c(OC)c1	13%	-11
O=C(N/N=C/C=C/c1ccccc1[N+](=O)[O-])c1cc(-c2ccccc2)n[nH]1	-8%	-16
CCn1c(SCc2nnc(-c3ccccc3)o2)nc2c1c(=O)n(C)c(=O)n2C	?	/
CCOC(=O)Cc1nnc(NC(=O)CCc2ccccc2)s1	?	/
CN(Cc1c(F)cccc1Cl)S(=O)(=O)c1cccs1	5.8µM*	-16*
COc1ccc(/C=N\NC(=O)c2cccc(Br)c2)c(OC)c1	12%	0
COc1ccc(CC(C)N2CCN(Cc3ccccc3)CC2)c(OC)c1 (stereo not drawn)	?	/
O=C(Nc1ccccc1)C1CC=CCC1C(=O)OCC1CCCO1 (stereo not drawn)	?	/
COc1cc(/C=N\Nc2ccc([N+](=O)[O-])cc2)ccc1OCC(=O)Nc1ccc(C)c(C)c1	?	/
O=C(c1cccc(Oc2ccccc2)c1)N1CCOCC1	?	/
CC(C)CC1CCCCC1OC(=O)C[N+]1(C)CCCCC1 (stereo not drawn)	?	/
O=P(Cc1cc(Br)cc(Br)c1OCCO)(c1ccccc1)c1ccccc1	?	/
Cc1nc2cc(-c3ccccc3)nn2c(C)c1CCC(=O)N1CCN(c2ccccn2)CC1	-3%	-6
CCCCN(C(=O)CCC(=O)Nc1cc(C)on1)C(C(=O)NC1CCCC1)c1ccc(OCC)cc1 (stereo not drawn)	?	/
CC(C)NC(=O)NC(=O)COC(=O)CCOc1ccccc1	5%	0
O=C(CSc1nnnn1-c1ccc(O)cc1)c1cc2ccccc2o1	7%	21
CCCC(c1nnnn1C(C)(C)C)N1CCN(Cc2ccccc2)CC1 (stereo not drawn)	?	/
Cc1nnsc1C(=O)Nc1ccc(Cl)cc1Cl	24%	6
CSc1ccc(CNCc2ccco2)cc1	9%	13
O=C(O)c1cccc(S(=O)(=O)NCC2CCCO2)c1 (stereo not drawn)	-17%	0
O=C1CC(c2ccccc2)CC(O)=C1C=NCC1CCCO1 (stereo not drawn)	-7%	-6
O=C(CNC(=O)c1ccccc1)OCc1nnc(-c2ccc(Cl)cc2)o1	?	/
CCOC(=O)[C@H]1[C@H]2COc3ccc(C)cc3[C@@H]2N2C(=O)c3ccccc3NC(=O)[C@@]12C	?	/
C/C(=N/NC(=O)c1ccc(C)nc1)c1ccc2c(c1)CCCC2	1%	14
Cc1ccc(S(=O)(=O)N2CCN(C(=O)COC(=O)CCOc3cc(C)ccc3C)CC2)cc1	16%	10
O=c1cc(CSc2n[nH]c(-c3ccncc3)n2)nc2sccn12	-10%	/
COc1ccc(-c2cc(C(F)(F)F)nc(SCC(N)=O)n2)cc1	?	/
CC1CCCC(C)N1C(=O)COc1ccccc1F (stereo not drawn)	?	/
Cc1ccc2nc3c(c(C(=O)OC4CCOC4=O)c2c1)CCCC3 (stereo not drawn)	?	/
Cc1nc(-c2ccc(C(=O)Nc3cccc(Br)c3)cc2)cs1	?	/
CCOC(=O)c1c(NC(C)=O)sc(C(=O)NC2CCCC2)c1C	?	/
N#Cc1cn(CCCOc2ccccc2)c2ccccc12	8%	8
COc1ccc([C@@H]2[C@@H]3C(=O)N(C(C)(C)C)C(=O)[C@@H]3[C@]3(Cc4ccc(Cl)cc4)C(=O)N(c4cccc(F)c4)C(=O)N23)cc1	?	/
O=C(NCc1ccccc1Cl)c1ccc(CS(=O)Cc2ccc(Cl)cc2)o1 (stereo not drawn)	-4%	-24
CCN1CCN(c2ncc(C(=O)Nc3ccccc3C(=O)OC)c3ccccc23)CC1	?	/
CC1CCCC(C)N1C(=O)Cn1nnc(-c2ccccc2)n1 (stereo not drawn)	?	/
N#CC1(c2ccccc2)CCC(=O)N1c1ccccc1 (stereo not drawn)	-1%	6
COc1ccc(/C=N/OCC(=O)N=Nc2c(O)[nH]c3ccc(Br)cc23)cc1OC	?	/
CCOC(=O)c1c(S(=O)(=O)Nc2ccc(F)cc2Cl)c(C)n(C)c1C	?	/
CN(C)CCNC(C(=O)Nc1cccc(S(=O)(=O)N2CCOCC2)c1)c1ccccc1 (stereo not drawn)	5%	24
CCOC(=O)c1c(S(=O)(=O)N2CCCC(C(=O)Nc3ccc(C)cn3)C2)c(C)n(C)c1C (stereo not drawn)	i	-9
The list continues:
SMILES	Lipid storage S3	Lipid storage S3 cell count max
Cc1ccc(NS(=O)(=O)c2ccc3c(c2)CC(=O)N3)c(C)c1	i	16
COc1cc(C(=O)NCc2cccc(Cl)c2)ccc1OCC(=O)N1CCOCC1	?	/
Cc1cccc(C)c1NC(=O)CNC(=O)CNC(=O)c1ccc2c(c1)OCO2	?	/
Cc1cc(N/N=C/c2cccc([N+](=O)[O-])c2)nc(-n2nc(C)cc2C)n1	?	/
Cc1cccc(C(C)C)c1NC(=O)Cc1ccc(S(=O)(=O)N2CCOCC2)s1	?	/
COc1ccc(S(=O)(=O)N(C)C)cc1NC(=O)COC(=O)c1nc2nccc(C)n2n1	11%	5
